Compound activity: PubChem, National Center for Advancing Translational Sciences (NCATS)
Integrin act MD = qHTS for Activators of Integrin-Mediated Alleviation for Muscular Dystrophy; 350,000 compounds, 0.064% hits; AID 624291, 2012; alpha7betagal myoblasts, beta-gal FDG fluorescence, 48 h; Potency, µM (doses to about 38.3 µM), inactives show at the highest dose activation, most hits filed as activators;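 note: potency is the fitted concentration of half-maximal effect; 100% = response of the positive control SU9516; nearly all actives have a fitted effect of over 60% in size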
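Alpha7betagal+/- myoblasts (passage 13) were plated 16-24 hr, then exposed to compounds (1:260 dilution of DMSO stock) for 48 hours at 37C. After MPER lysis, β-galactosidase reporter activity was read as FDG fluorescence (ex 480/em 540) after 30 minutes.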
BRCA1 expr up = qHTS Assay to Identify Small Molecule Activators of BRCA1 Expression; MCF7-BRCA1-FFLuc reporter, luminescence, 48 h; response scale: scaled: vehicle 0%, 10 µM genistein 100%; 380,000 compounds, 1.1% hits; AID 624202, 2012; Potency, µM (titrated, usually from 46.1 µM), for the others: at the top dose activation, most hits filed as activators; note: potency is the fitted concentration of half-maximal effect; nearly all actives have a fitted effect of over 80% in size; some results filed as inactive show a strong effect at the top dose
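Activators of BRCA1 expression were detected as increased firefly luciferase luminescence in engineered MCF7 cells after 48 h compound incubation. Signals were scaled to genistein 10 microM as full activation.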
p53 reactivation = qHTS assay for re-activators of p53 using a Luc reporter; H1299 p53-A138V BP100-luciferase reporter, luminescence, 24 h; Potency, µM (titrated, usually from 92.2 µM), inactives show at the highest dose activity change, positive = activation, usual class: activators; 320,000 compounds, 0.063% hits; AID 504706, 2011; note: potency is the fitted concentration of half-maximal effect; % of control where 0% means no effect; nearly all actives have a fitted effect of over 45% in size
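H1299 (p53-null), stable ts p53-A138V + BP100-Luc; 1000 cells/well, Opti-MEM/10% FBS; cpd 4 pt, 1:5; 24 h, 37 deg C, 5% CO2; detection reagent 10 min RT; luminescence.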
TCR act = Activators of T cell receptors: qHTS campaign | AID 504894, 2011 | primary human leukocytes, anti-CD3, IL-2 HTRF, 48 h | 330,000 tested, under 10 active | Potency, µM (doses to about 9.22 µM), inactives show at the highest dose activation of IL-2 secretion, most hits filed as activators; note: % of control where 0% means no effect
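Human primary leukocytes + a-CD3 beads + cpd, 48 hr; IL-2 in supernatant by HTRF (ex 320nm / em 665nm). No co-stimulatory signal supplied.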
B2AR arrestin = qHTS assay of beta-arrestin-biased ligands of beta2-adrenergic receptor. Beta-2 adrenergic receptor (Homo sapiens), P07550. beta-arrestin recruitment to beta2AR, cell-based reporter. Potency, µM (highest dose often 46.1 µM), inactives show at the top dose activation, usual class: activators. 330,000 compounds, 0.02% hits. AID 492947, 2010;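 note: potency is the fitted concentration of half-maximal effect; 0% = DMSO controls and full agonism = EC100 isoproterenol or metaproterenol; nearly all actives have a fitted effect of over 65% in size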
ELG1 DNA repair = qHTS screen for small molecules that inhibit ELG1-dependent DNA repair in human embryonic kidney (HEK293T) cells expressing luciferase-tagged ELG1; 330,000 compounds, 2.3% hits; HEK293T ELG1-luciferase reporter, luminescence, 16 h; DNA damage induced by 5-fluorouridine; AID 504467, 2011; Potency, µM (highest dose often 46.1 µM), inactives show top-dose activity change, negative = inhibition, hits mostly inhibitors; note: potency is the fitted concentration of half-maximal effect; % is set by controls: 0 for no effect and ±100 for the full control effect; nearly all actives have a fitted effect of over 55% in size
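Luminescence from the luciferase reporter, measured 30 min after ONE-Glo reagent at room temperature, was the read-out. Beforehand, 2,000 cells per well were exposed for 16 hr at 37 °C to 5-fluorouridine together with compound or vehicle.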
PTAP TSG101 blk = qHTS Assay for Iinhibitors of HIV-1 Budding by Blocking the Interaction of PTAP/TSG101. Potency, µM (series often up to 115 µM), inactives show at the top dose activity change, negative = inhibition, most hits filed as inhibitors. 340,000 tested, under 10 active. Fluorescence polarization, FITC-PTAP peptide / Tsg101 binding; active = well fitted inhibition curve with a large enough effect in the main read-out, with a control signal flat, not every such curve was filed as active; inconclusive = small, poorly fitted or top-dose-only effect, or effect the other way, or a change in a side signal; inactive = no such curve, though single readings can be large or run the other way; note: potency is the fitted concentration of half-maximal effect; % of control where 0% means no effect
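Compounds were pin-transferred onto Tsg101 binding domain (10 uM final) in HEPES pH 7.5 buffer, then FITC-PTAP peptide was added at 50 nM final. After 20 min at RT, polarization reported peptide displacement across a qHTS concentration series.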
MLL CXXC-DNA inh = qHTS Fluorescence Polarization Assay for Inhibitors of MLL CXXC domain - DNA interaction. MLL-CXXC / FITC-HOXA9 DNA fluorescence polarization. Potency, µM (titrated, usually from 115 µM), for the others: at the top dose activity change, negative = inhibition, hits mostly inhibitors. 290,000 compounds, 0.037% hits. AID 2662, 2010; active = well fitted inhibition curve with a large enough effect in the polarisation, with a control signal flat, not every such curve was filed as active; inconclusive = small, poorly fitted or top-dose-only effect, or effect the other way, or a change in a side signal; inactive = no such curve, though single readings can be large or run the other way; the % refers to the polarisation; note: potency is the fitted concentration of half-maximal effect
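Purified MLL-CXXC (added from a 7 uM solution) was preincubated 5 min at ambient with pinned compounds in 50 mM Tris-HCl pH 7.5, 50 mM NaCl, 1 mM DTT, 0.05% BSA. Fluorescein-labeled HOX-A9 DNA (50 nM solution) followed, 30 min, then polarization read.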
AT treatment = qHTS Assay for Identifying a Potential Treatment of Ataxia-Telangiectasia | AID 485349, 2010 | Potency, µM (doses to about 57.5 µM), without a hit: at the highest dose activation, hits mostly activators | […] A-T fibroblasts, KAP-1 phosphorylation AlphaLISA; neocarzinostatin DNA damage 30 min before lysis | 320,000 compounds, 0.19% hits; note: potency is the fitted concentration of half-maximal effect; % of control where 0% means no effect; nearly all actives have a fitted effect of over 45% in size
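hTERT-immortalized A-T patient fibroblasts ([…]), 500 cells/well in OPTI-MEM, 1% FBS, got compounds for 60 min, then NCS for 30 min at 37C. Lysates were then assayed for phospho-KAP-1 by AlphaLISA (anti-pKAP1 donor, anti-KAP1 acceptor beads), 6 hr at 25C.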
TRPV1 ag = HTS Assay for Compounds that Act as Agonists of the Vanilloid Receptor 1 | Transient receptor potential cation channel subfamily V member 1 (Homo sapiens), Q8NER1 | TRPV1-expressing cells, Fluo-8 calcium influx, agonist mode | activation, % at 8.33 µM | 320,000 compounds, 0.19% hits; in the data active = activation above about 80%; inconclusive = between about 30% and that limit; note: 0% is about no effect
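Fluo-8 calcium influx in TRPV1-expressing cells, kinetic read (ex 480/em 520 nm). Compound added and read 3 min for agonist activity, followed by capsaicin at EC20 final and 2 min further read for enhancement.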
Active calls of the source: *; ? = inconclusive; · = no result given; [ ] = dose if it differs, or a comment. Unless noted, calls come from the whole dose curve; as a rule, active = well fitted curve in the direction sought with a large enough effect; inconclusive = small, poorly fitted or top-dose-only effect, or another doubt; inactive = no such curve, though single readings can be large; an effect the other way counts as inactive or inconclusive.

compound | Integrin act MD | BRCA1 expr up | p53 reactivation | TCR act | B2AR arrestin | ELG1 DNA repair | PTAP TSG101 blk | MLL CXXC-DNA inh | AT treatment | TRPV1 ag
COc1ccc(/C(O)=C2/C(=O)C(=O)N(CCCC(=O)O)C2c2ccc(OC)c(OC)c2)cc1 (stereo not given) | -2% | -4% | -4% | 2% | -0.1% | 15% | -11% | -8% | 10% | 0
COc1ccc(C(=O)NC2CCN(CC(=O)NCc3ccccc3)CC2)cc1 | 19% | -4% | -3% | -1% | 0.2% | -3% | 1% | 16% | 0% | -2
O=C(NCCCN1CCCC1=O)c1ccc(S(=O)(=O)Nc2cccc(C(F)(F)F)c2)cc1 | 24% | -4% | -9% | -4% | 0.4% | -9% | -5% | · | -2% | -7
COc1cc(S(=O)(=O)Nc2ccc3nc(C)sc3c2)ccc1NC(C)=O | ? | -9% | -1% | -5% | -0.5% | -9% | 2% | · | 4% | -8
COc1ccc(C2CC(c3ccccc3)=NN2C(=O)CSc2ncn[nH]2)cc1 (stereo not given) | -52%[inhibitor] | -5% | -1% | 0% | -0.8% | ? | -1% | 0% | 12% | ?
CC(C)(C)OC(=O)[C@H](Cc1ccccc1)NC(=O)c1nc[nH]c1C(=O)NC1CCN(C(=O)OC(C)(C)C)CC1 | -42% | -96%[inhibitor] | -11% | 3% | -0.2% | -19% | -10% | ? | -14% | 10
CCC(CO)Nc1ccc(-c2n[nH]c(=O)c3ccccc23)cc1[N+](=O)[O-] (stereo not given) | 31% | -4% | -3% | 0% | -0.2% | ? | -7% | 8% | -21% | 2
CCc1ccc(C(=O)OCC(=O)NC2CCCC2)cc1 | -13% | -12% | 6% | -10% | 0.4% | ? | -2% | 17% | 37% | -1
CCOC(=O)C1=C(c2ccccc2)N=C2SCC(=O)N2C1c1ccc2c(c1)OCO2 (stereo not given) | -10% | 1% | 10% | 4% | -0.1% | 1% | -4% | 1% | -10% | -1
O=C(Cn1cnc2c(oc3ccccc32)c1=O)N1CCCc2ccccc21 | -56% | -20% | 11% | -4% | 0.2% | 0% | -1% | -14% | 13% | 4
C/C(=N\NC(=O)c1nnn(-c2nonc2N)c1CN1CCOCC1)c1ccc(CC(C)C)cc1 | 0% | -23% | ? | -2% | -0.2% | 14% | -1% | -2% | -5% | 2
CCOC(=O)c1cc[nH]c1C | 2% | -11% | -5% | -7% | 0.2% | 18% | -6% | 0% | 4% | 0
CC(=O)Nc1ccc2c(c1)ncn2-c1ccc(C)cc1 | 4% | ? | -7% | -3% | -0.5% | ? | 0% | -15% | -1% | 4
CCOC(=O)C1CCCN(CCC(=O)Nc2c(C(=O)OC)[nH]c3cc(OC)ccc23)C1 (stereo not given) | -27% | -1% | 0% | -5% | -0.7% | -3% | -3% | 0% | 5% | 15
CCCn1c(SCC(=O)Nc2ccc(Cl)cc2F)nc(O)cc1=O | ? | 11% | 10% | -3% | -0.7% | 0% | -1% | · | 3% | ·
CCN(CCn1cccn1)C(=O)CCc1nnc(Cc2c[nH]c3ccccc23)o1 | 3% | 2% | 5% | -2% | 0.3% | 10% | -1% | 0% | -2%[11.5 µM] | 0
CC/C(=N\NC(=O)c1cc(C)nc2ccccc12)c1ccc(C)s1 | -7% | -57% | 4% | 2%[46.1 µM] | -0.3% | ? | -5% | 14% | 3% | 0
C[C@H](CO)N1C[C@H](C)[C@@H](CN(C)S(=O)(=O)c2ccccc2)Oc2ccc(NS(=O)(=O)c3cccs3)cc2C1=O | 1% | -6% | 2% | -5% | -0.1% | ? | -3% | · | 1% | ·
O=C(CCN1C(=O)c2ccccc2C1=O)N1CCCCCC1 | 7% | -14% | 15% | -2% | 0.0% | 17% | -1% | -2% | 8% | 2
COc1cc(C)c(NC(=O)Cc2ccsc2)cc1OC | -7% | -17% | -9% | 1% | 0.1% | 13% | -1% | -16% | 4% | 4
O=C(CN1C(=O)C2CC=CCC2C1=O)Nc1nc2ccccc2[nH]1 (stereo not given) | -4% | 4% | -5% | -3% | 0.1% | 8% | -4% | -12% | -1% | 0
COC(Cc1ccccc1N1CCCC1=O)OC | 5% | -9% | 7% | -5% | -0.1% | -3% | -2% | 10% | -2% | 0
Cc1ccn2cc(CCNS(=O)(=O)c3ccc4c(c3)OCCO4)nc2c1 | 12% | -10% | 2% | 3% | -0.8% | 1% | -1% | 5% | 3% | -3
CCN(CC)S(=O)(=O)c1ccc(C(=O)NC(=S)N(CCO)Cc2ccccc2)cc1 | 32% | -1% | -1% | 2% | 0.0% | -15% | -3% | 0% | 7% | 2
O=C(C1CCN(S(=O)(=O)c2ccc(-n3cnnn3)cc2)CC1)N1CCN(c2ccccc2)CC1 | 12% | -24% | 2% | -3% | -0.3% | -1% | 0% | -1% | 6% | -1
CCN(c1ccccc1)S(=O)(=O)c1ccc(Cl)c(C(=O)NCc2ccco2)c1 | 1% | -1% | 13% | 3% | 0.0% | -4% | -1% | · | -5% | 3
Cc1ccc(N=Nc2ccc(O)c(/C=N\NC(=O)c3ccc(N)cc3)c2)cc1C | -4% | -76% | 17% | 4% | -0.1% | -2% | -4% | -5% | -3% | 3
CCOc1cc(/C=N/NC(=O)CN2CCCCC2)ccc1OCc1cccc(Cl)c1 | -19% | 2% | -7% | 0% | -0.5% | -8% | -1% | 22% | 0% | 0
O=C(Nc1ccc(N2CCCCC2)cc1)c1cccnc1Cl | 19% | 10µM* | 17% | -27% | 0.2% | ? | 1% | 7% | · | ?
CC(C)(Oc1ccc(F)cc1)C(=O)OCC(=O)c1ccc(S(C)(=O)=O)cc1 | -1% | -2% | 3% | 0% | -0.5% | 13% | -2% | · | -2% | ·

BRCA1 expr up: what is marked active above
smiles	Integrin act MD	BRCA1 expr up	p53 reactivation	TCR act	B2AR arrestin	PTAP TSG101 blk	MLL CXXC-DNA inh	TRPV1 ag
O=C(Nc1ccc(N2CCCCC2)cc1)c1cccnc1Cl	19%	10µM*	17%	-27%	0.2%	1%	7%	?

(further entries)
compound | Integrin act MD | BRCA1 expr up | p53 reactivation | TCR act | B2AR arrestin | ELG1 DNA repair | PTAP TSG101 blk | MLL CXXC-DNA inh | AT treatment | TRPV1 ag
O=C(COC(=O)c1ccc[n+]([O-])c1)Nc1cc([N+](=O)[O-])ccc1Cl | -37% | -7% | 3% | 2% | -0.6% | ? | 1% | · | 3% | ·
CCc1nnc(NC(=O)C2CC(=O)N(CCc3ccc(F)cc3)C2)s1 (stereo not given) | 9% | -21% | 0% | -2% | 0.0% | -2% | -5% | 25% | -3% | 1
O=C(CO/N=C/c1ccccc1OC(F)F)NCc1cccs1 | 18% | -17% | 0% | 5%[46.1 µM] | 4.0% | -4% | 0% | 10% | 1% | 1
CCOc1ccc(CN2CCCC(N3CCN(c4ccc(OC)cc4)CC3)C2)cc1 (stereo not given) | ? | -22% | · | · | 0.1% | -12% | -3% | -2% | 0% | -1
O=C(O)CN1C(=O)/C(=C\c2cc(Br)ccc2OCc2ccc(Cl)cc2Cl)SC1=S | -6% | -65% | 9% | 2% | 0.5% | 27% | -8% | -8% | -25% | 1
COc1ccc(N2C(=O)N3[C@@H]4c5ccccc5OC[C@@H]4[C@@H](c4ccccc4)[C@@]3(C)C2=O)cc1 | 35% | -7% | -4% | 3% | -0.2% | 14% | 5% | · | 7% | ·
Cc1cc(C)n(-c2ccc(C(=O)Nc3cccnc3Cl)cc2)n1 | 20% | 8% | -2% | -1% | 0.0% | -10% | -3% | 4% | 4% | ?
O=C(OCc1ccccc1)C1CCCN1C(=O)c1cccs1 (stereo not given) | 7% | -12% | ? | 4% | -1.1% | 13% | 0% | -6% | -4% | -1
O=C(OCC(=O)N1CCc2ccccc21)c1cncc(Br)c1 | -5% | -6% | 22% | -5% | -1.0% | 13% | -2% | -6% | 1% | -2
CCn1nc(C)c(NC(=O)CC23CC4CC(CC(C4)C2)C3)c1C | -13% | -32% | -1% | -2%[46.1 µM] | 0.0% | -1% | 0% | -8% | · | ?
CCn1c(=NC(=O)c2ccco2)sc2cccc(F)c21 | -19% | -33% | 19% | 0% | -0.2% | ? | -10% | 0% | 3% | 0
O=C(CSc1nc(O)c(Cc2ccccc2F)c(=O)[nH]1)N1CCCCCC1 | 0% | 10% | ? | -10% | -0.3% | 1% | -7% | 3% | 0% | 1
CC(Oc1ccccc1)C(=O)N1CCC2(CC1)Oc1ccc(F)cc1C(=O)C21CC(c2cccnc2)=NO1 (stereo not given) | -8% | -12% | · | 6% | · | · | 0% | · | · | ·
